Screens deposited in PubChem BioAssay by several laboratories.
HTR5A inv ctr = HTR5A inverse agonists in luminescence cell assay, primary screen, counter-screen for OPRM1-OPRD1 heterodimer inverse agonist project, full-deck HTS; actives 0.083% (n = 340,000); 5-hydroxytryptamine receptor 5A (Homo sapiens), P47898; inhibition, % at 9.3 µM; HTR5A cell line, inverse agonism; in the data active means inhibition mostly above about 23%, no sharp cut-off; inactive means mostly below about 18%;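 further: 0% = cells with DMSO and 100% = no-cell wells with DMSO; some compounds called inactive have numbers as strong as hits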
Target sequence (P47898 whole entry, looked up): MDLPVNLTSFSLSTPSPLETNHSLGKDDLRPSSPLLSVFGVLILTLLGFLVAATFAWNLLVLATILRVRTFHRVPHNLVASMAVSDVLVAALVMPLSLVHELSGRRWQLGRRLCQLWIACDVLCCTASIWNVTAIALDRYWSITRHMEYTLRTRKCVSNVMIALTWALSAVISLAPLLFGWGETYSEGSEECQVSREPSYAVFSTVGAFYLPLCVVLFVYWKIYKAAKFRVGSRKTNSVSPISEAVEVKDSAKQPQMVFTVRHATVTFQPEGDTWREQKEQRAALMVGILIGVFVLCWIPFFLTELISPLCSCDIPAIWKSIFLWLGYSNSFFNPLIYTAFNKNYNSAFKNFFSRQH
V-ATPase pHluor = regulators of yeast V-ATPase proton pumping, primary screen, pHLuorin cytosolic pH fluorescence | S. cerevisiae | response, % at 10 µM | actives 0.37% (n = 350,000) | AID 504577, 2011; in the data active means response mostly above about 7.3%, no sharp cut-off; inactive means mostly below about 5.4%; further: actives read high; inactives centre near 0; some compounds called inactive have numbers as strong as hits; reference of the scale not given here
SR-BI DiI inh = inhibitors of SR-BI mediated HDL lipid uptake, primary screen, ldlA[mSR-BI] cells, fluorescence, single point. Scavenger receptor class B member 1 (Mus musculus), Q61009. ldlA[mSR-BI] CHO cells, DiI-HDL uptake fluorescence, 3 h. inhibition, % at 12.5 µM. actives 0.96% (n = 320,000). AID 488896, 2010;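 active means mean replicate inhibition of at least 70% and a set share of replicates each scoring 70 or more; inconclusive means meets just one of the two criteria; inactive means fails both criteria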;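 further: 0% = median of neutral control wells and 100% = median of positive control wells; values of inactives mirror those of a sister screen read the other way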
Wnt act = Wnt/beta-catenin pathway activators, primary screen, cell-based, plate reader, single point. Wnt/beta-catenin reporter cell assay, activator. activation, % at 9.35 µM. actives 1.2% (n = 300,000); in the data active means activation above about 30%, passing the limit was not always enough; inconclusive means no clear call, values can overlap the other calls;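 further: 0% = neutral control wells and 100% = positive control wells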
HTR5A ag ctr = HTR5A agonists in luminescence cell assay, primary screen, counter-screen for OPRM1-OPRD1 heterodimer agonist project, full-deck HTS | 5-hydroxytryptamine receptor 5A (Homo sapiens), P47898 | cell-based | activation, % at 9.3 µM | actives 0.61% (n = 340,000) | AID 504692, 2011; in the data active means activation mostly above about 9.5%, no sharp cut-off; inactive means mostly below about 7.6%;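 further: 0% = cells with vehicle only and 100% = reference agonist; strong numbers were not always called active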
dFosB activator = activators of delta FosB homodimer, primary screen, biochemical, fluorescence polarization, TAMRA-CDK5 oligo, single point. Protein FosB (Mus musculus), P13346. purified delta FosB; percent of positive-control signal above neutral wells. activation, % at 25 µM. actives 0.99% (n = 340,000). AID 493131, 2011;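 active means mean activation above about 17%, with every replicate also reaching it, limit read from the data, passing the limit was not always enough; inconclusive means only one of the two conditions met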;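 further: fluorescence polarization rise as delta FosB binds a TAMRA Cdk5 AP-1 oligo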
NSD2 HMT inh = NSD2 histone methyltransferase inhibitors, primary screen, biochemical, AlphaScreen, single concentration, set 2; actives 0.54% (n = 310,000); NSD2 peptide methylation, 120 min; Histone-lysine N-methyltransferase NSD2 (Homo sapiens), O96028; inhibition, % at 12.5 µM; AID 743445, 2014; in the data active means inhibition above about 50%
PvdQ acylase = P. aeruginosa PvdQ acylase inhibitors, primary screen, biochemical, fluorescence, plate reader and imaging, single point | PvdQ acylase [Pseudomonas aeruginosa LESB58] | purified PvdQ acylase | inhibition, % at 10 µM | actives 0.063% (n = 340,000); in the data active means inhibition above about 30%, passing the limit was not always enough; inconclusive means no clear call, values can overlap the other calls;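 further: 0% = vehicle neutral wells and 100% = reference inhibitor wells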
MITF act = activators of MITF-driven TRPM1 promoter reporter, primary screen, cell-based, SK-MEL-5, luciferase, single point; SK-MEL-5 TRPM1-promoter luciferase, 24 h; % of positive control, neutral wells = 0; activation, % at 12.5 µM; actives 0.75% (n = 300,000); AID 588334, 2011;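 active means mean activation of at least 80% with every replicate also reaching 80%; inconclusive means mean reaches 80% but some replicate falls short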;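 further: 0% = neutral control wells and 100% = parthenolide positive control wells; values of inactives mirror those of a sister screen read the other way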
CDK5 p35 inh = inhibitors of human CDK5/p35 kinase, primary screen, biochemical, single concentration; Cyclin-dependent kinase 5 (Homo sapiens) + Cyclin-dependent kinase 5 activator 1 (Homo …; Recombinant CDK5/p35, ADP-Glo luminescence, 60 min; inhibition, % at 10 µM; actives 0.01% (n = 330,000);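 active means highest replicate inhibition of at least 50% and at least 75% of replicates reaching 50%; inconclusive means only one of the two criteria met; inactive means both criteria failed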;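 further: plate controls were DMSO neutral control for no effect and GW8510 at 10 µM for full effect; many of its hits are not listed in these tables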
Target sequence (Q00535 whole entry, looked up): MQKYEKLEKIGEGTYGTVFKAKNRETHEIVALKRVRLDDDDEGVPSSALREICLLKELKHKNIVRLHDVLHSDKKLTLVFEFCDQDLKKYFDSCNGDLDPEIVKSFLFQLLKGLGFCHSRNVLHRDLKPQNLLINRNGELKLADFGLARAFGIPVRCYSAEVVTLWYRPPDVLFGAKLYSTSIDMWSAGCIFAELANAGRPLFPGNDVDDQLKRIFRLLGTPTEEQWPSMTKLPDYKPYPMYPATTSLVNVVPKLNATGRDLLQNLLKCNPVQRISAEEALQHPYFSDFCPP
Target sequence (Q15078 whole entry, looked up): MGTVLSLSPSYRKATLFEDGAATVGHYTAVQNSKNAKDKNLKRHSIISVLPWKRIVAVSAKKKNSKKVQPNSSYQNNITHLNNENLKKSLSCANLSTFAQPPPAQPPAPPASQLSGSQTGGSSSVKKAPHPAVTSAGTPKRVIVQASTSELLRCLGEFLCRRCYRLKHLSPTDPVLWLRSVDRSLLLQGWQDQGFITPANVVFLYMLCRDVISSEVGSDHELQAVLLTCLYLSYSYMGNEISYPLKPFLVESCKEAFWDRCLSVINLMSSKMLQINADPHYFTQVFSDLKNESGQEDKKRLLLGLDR
* = called active by the depositor; u = inconclusive; x = not tested or not shown. Not a hit list; about 5% have a hit in one of these screens.

SMILES	HTR5A inv ctr	V-ATPase pHluor	SR-BI DiI inh	Wnt act	HTR5A ag ctr	dFosB activator	NSD2 HMT inh	PvdQ acylase	MITF act	CDK5 p35 inh
CN1CCN(C(=O)c2c(O)c3cccc4c3n(c2=O)CC4)CC1	6	0	x	x	1	-5	1	-18	0	0.3
CCCn1c(C)cc(=O)c2cc(NC(=O)c3ccccn3)ccc21	0	0	28	x	2	-57	0	-6	-6	1.0
O=S(=O)(c1cc(Cl)cc(Cl)c1)N1CCCC1c1nc2ccccc2s1 (stereo not drawn)	4	-3	4	x	-4	-7	-2	1	0	-0.4
COC(=O)[C@@H]1C[C@@H]2CC[C@@H](O)C[C@@H]2N1Cc1ccc(OC)cc1	-9	-3	-20	0	11	-1	x	-8	8	0.2
O=C(Cn1nc(C(F)(F)F)c2c1CCC2)N1CCN(c2ccccc2)CC1	-15	1	10	x	6	0	1	-8	0	-1.2
O=C(Cn1cnc2c(oc3ccccc32)c1=O)NCc1ccco1	-13	0	11	-3	5	5	-7	-3	6	-2.0
CCOc1cc(C2C3=C(CCCC3=O)OC3=C2C(=O)CCC3)cc([N+](=O)[O-])c1O	4	5	40	-1	-3	-6	3	4	-3	-1.8
CCOc1ccc(C(=O)Nc2ccccc2N2CCCC2)cc1	-41	-6	50	2	3	-4	0	8	2	-2.1
C1CCc2c(c(N3CCOCC3)nc3sc4c(N5CCOCC5)nnnc4c23)C1	-1	2	x	-2	2	2	-2	-16	-18	-0.2
CN1C(C(=O)Nc2ccccn2)=C(O)c2ccccc2S1(=O)=O	18	1	-15	0	2	-7	x	-12	11	-0.2
Cc1cccc2c(=O)cc(C)n(CC(N)=O)c12	4	-1	-16	-1	-1	-3	-5	-19	x	1.2
CCOc1ccc(/C=N/NC(=O)c2nnn(-c3nonc3N)c2CN2CCC(C)CC2)cc1	5	-3	1	-4	-2	-5	-3	-2	3	0.8
Cc1ccc(Cl)cc1NC1=NC(=S)N(C(C)C)C12CCCCC2	-6	0	-21	-1	-2	7	2	-9	-8	-2.0
Cc1nc(SCC(=O)Nc2c(C)nn(C)c2C)c2cnn(-c3ccccc3)c2n1	-4	-4	24	14	-1	7	1	-4	-30	0.4
O=C(O)c1ccc(Cn2cnc3c(=S)nc[nH]c32)cc1	14	-1	-20	-3	-3	-1	-9	-1	6	0.6
COc1cc2[nH]c(C(=O)N3CCN(C)CC3)cc2c(OC)c1OC	2	-3	9	5	0	-1	3	-4	4	-1.3
COc1cc(C(=O)Nc2nccs2)c(Br)c(OC)c1OC	1	-2	17	-7	0	-2	-4	-7	x	0.4
CCc1ccccc1NC(=O)CN1C(=O)c2ccccc2S1(=O)=O	12	1	-14	-1	2	-9	0	-9	8	1.6
CC(C)(CO)CNC(=O)CCc1nnc(-c2ccc(-c3ccccc3)cc2)o1	-12	3	5	4	3	-9	1	-11	x	1.2
O=C1NCCCC1C(=O)N/N=C/c1ccccc1 (stereo not drawn)	-15	-3	-8	-10	6	-1	-1	-11	-2	-0.5
C=CCn1c(SCC(=O)N2CCOCC2)nc(O)c(Cc2ccccc2)c1=O	-15	-4	-15	0	5	2	-5	0	-8	1.5
CCOC(=O)C1=C(C)NC(=O)NC1c1cccnc1 (stereo not drawn)	-15	1	-10	x	3	1	0	-14	-8	0.0
CC1(C(=O)CSc2nc3ccccc3[nH]2)CCC(=O)O1 (stereo not drawn)	18	0	3	x	-4	3	2	-13	0	1.5
COc1ccc(CN=Cc2c(C(=O)O)[nH]c3ccccc23)cc1	1	0	x	-1	2	-2	0	-10	15	-0.6
COc1cccc2c1cc1c(=O)n(CC(=O)N3CCCC3)nc(C)n12	10	-2	-11	0	-3	-2	-2	-10	-14	-1.9
COC(=O)N/C(C)=C1/NC(=O)c2ccccc2C(c2ccccc2)N1 (stereo not drawn)	-15	3	x	x	-1	0	-5	-19	-3	1.1
CN(C)C(=O)c1nc2ccc(Cl)cn2c1CN1CCN(c2ncccn2)CC1	7	2	29	-4	-5	0	-2	-3	-1	-1.9
CCCC/C=C/C(NC(=O)c1ccc(C(=O)OC)cc1)c1ccccc1 (stereo not drawn)	-17	0	-22	0	0	-3	x	-11	3	0.8
COc1ccc(NC(=O)CSc2nnc(C3CC3)n2C)cc1	8	-1	-17	-1	-3	7	-3	-8	5	1.0
CCOC(=O)Cn1ccc(NC(=O)c2ccc(F)cc2)n1	-5	-2	-33	-3	1	-9	-1	-9	7	-0.5
CCSc1nnc(NC(=O)CSc2nncc(=O)n2N)s1	2	5	2	0	-1	-2	3	17	14	-0.7
CCn1c(CNC(=O)c2ccccc2Br)nnc1SCC(=O)Nc1nncs1	3	7	-4	4	-1	-6	5	8	8	-1.2
CNC(=O)c1cccn1-c1ccsc1C(=O)OC	-4	1	-9	x	-3	-6	0	-3	1	0.7
Cc1cc2c(cc1S(=O)(=O)N(C)Cc1ccccc1)n(C)c(=O)c(=O)n2C	-18	-2	-1	-3	6	-17	x	-13	x	-0.2
O=C(COC(=O)CNC(=O)c1ccc(-c2ccccc2)cc1)NCc1ccco1	-12	1	-10	-2	-4	x	-8	-9	-5	0.1
CCCn1cc(SCC(N)=O)c2ccccc21	-14	-1	1	-1	2	2	x	-2	x	-3.3
O=C(c1ccc(Cl)c(S(=O)(=O)N2CCOCC2)c1)N(Cc1ccco1)Cc1cccs1	-5	5	-3	-3	-2	1	1	-12	-3	0.6
Cc1ccc(NC(=O)O/N=C/c2c(C)nn(C(C)(C)C)c2C)cc1Cl	1	-1	x	-22	0	-11	-2	-10	x	1.5
CCC(=O)NC(c1cc(Cl)c2ccccc2c1O)C(C)C (stereo not drawn)	7	4	22	0	-3	-1	x	-10	-2	-0.3
O=C(NCCC(=O)N1CCCC(C(F)(F)F)C1)c1ccccc1Cl (stereo not drawn)	8	0	-15	1	5	2	0	-15	5	-1.6
Cn1c(=O)c2c(nc(N3CCCCC3)n2CCNC2=NCCC2)n(C)c1=O	x	4	-3	x	x	6	1	-19	11	0.7
CCCS(=O)(=O)N1CCCC(C(=O)NCCCN2CCCC2=O)C1 (stereo not drawn)	5	4	-29	x	1	7	-2	5	0	-0.1
COC(=O)Cc1ccc(NC(=S)NNC(=O)C2CC2)cc1	-9	0	-15	8	-6	3	-1	0	x	2.7
O=C(CSc1nc(C2CC2)nc2ccccc12)Nc1ccccc1	-1	1	8	-4	0	36*	6	8	-4	1.1
COc1ccc(-c2[nH]n(-c3ccc([N+](=O)[O-])cc3)c(=O)c2C=NCc2ccc(F)cc2)cc1	24	-2	69	-1	4	0	0	3	8	1.1
CCN(CC)c1ccc(/C=N/NC(=S)NCc2ccco2)cc1	-14	1	-14	-2	7	-6	-1	-4	11	-0.9
COc1ccc(S(=O)(=O)Nc2ccccn2)cc1C(=O)Nc1ccccc1	8	3	-2	0	5	7	1	-12	0	0.6
COc1ccc(C(=O)NN/C(C)=C/C(=O)C(F)(F)C(F)(F)C(F)(F)F)cc1	-48	1	18	-1	5	-7	-1	-13	5	-3.0
NC(=O)NC(=O)CSc1nc2sc(-c3ccccc3)cc2c(=O)n1-c1ccccc1	-3	-2	1	-6	1	3	-3	-3	2	0.7
CCOc1cc(/C=C2\C(=O)ON=C2C)ccc1OCc1ccccc1	0	4	-23	x	0	-3	6	8	-45	1.2
CC1CC(C)CN(c2cc(N(C)CCO)c([N+](=O)[O-])c3nonc23)C1 (stereo not drawn)	-41	0	-32	-3	0	-6	5	2	-1	-0.8
O=C(NC1CCCC1)C(c1ccsc1)N(Cc1ccccc1)C(=O)Cc1cccs1 (stereo not drawn)	1	x	30	x	-1	-5	-3	-4	15	-0.2
C/C(Cl)=C\Cn1c(=O)c2c(nc3n2CCS3)n(C)c1=O	-5	1	-16	x	2	3	0	-13	-4	0.4
Cc1ccc2oc(=O)c3cc(C(=O)N4CCN(C)CC4)sc3c2c1	-10	2	-5	3	-3	-30	-3	-4	1	-0.3
CC(C)C[C@H](NC(=O)OC(C)(C)C)C(=O)N1CCC(C(=O)O)CC1	-23	-3	-18	x	1	-1	x	-16	4	1.0
O=C(Nc1ccc(F)cc1)c1ccc(Cn2cnnn2)cc1	-8	1	4	9	3	5	2	-10	-4	-0.5
O=[N+]([O-])c1ccc(NCCCNS(=O)(=O)c2ccccc2)c(Cl)c1	13	3	7	x	-1	-3	0	-22	5	-5.1
COCCN1C2=C(COC(C)(C)C2)C(=S)NC1c1ccccc1 (stereo not drawn)	0	1	2	7	2	2	1	-13	-11	1.3
CSc1ccc(S(=O)(=O)Nc2c(C)cccc2C)cc1	-8	-2	-17	-5	1	-12	-1	-7	13	1.7
Cc1ccc(-n2c(N)c(C(=O)NCc3cccnc3)sc2=S)cc1	-11	-3	-18	-6	-2	-2	1	-10	-9	-1.0

(listing goes on)
SMILES	HTR5A inv ctr	V-ATPase pHluor	SR-BI DiI inh	Wnt act	HTR5A ag ctr	dFosB activator	NSD2 HMT inh	PvdQ acylase	MITF act	CDK5 p35 inh
O=C(Cn1c(=O)c2c3c(sc2n(Cc2ccccc2)c1=O)CCCC3)NCCO	18	0	-12	-2	-5	1	-4	7	2	-0.5
CCOc1ccc2nc(N3C(=O)/C(=C/c4ccccc4)NC3=S)sc2c1	8	-1	-26	17	-3	-9	6	-23	29	-3.8
CCN(CC)S(=O)(=O)c1ccc(Cl)c(C(=O)NCc2ccco2)c1	-13	1	-10	2	5	3	-1	6	-2	-1.7
O=C1CSCC(=O)N1Cc1ccc(Cl)cc1Cl	17	-3	-6	-1	-5	0	-5	6	24	-0.1
O=C(NC1CCCC1)c1c[nH]c2ccc(F)cc2c1=O	-8	-4	-33	0	3	-4	0	4	0	-1.0
Fc1ccc(NC(=S)NC2CCCCC2)c(F)c1F	-2	-3	-19	-1	4	-6	-1	-8	-15	-0.1
CC(C)(C)NC(=O)NC(=O)COc1ccc(Br)cc1Br	-10	-4	19	u	2	-12	-2	-12	32	-1.2
COCCCn1c(SCC(=O)NC2CCCC2)nnc1-c1ccco1	-31	-1	-15	-2	5	5	3	-15	3	-0.3
COc1ccc(COC(=O)CCc2cc(OC)c(OC)c(OC)c2)cc1F	9	-1	5	-2	-2	2	-1	0	3	0.0
Cc1nc2cc(N3CCCCC3)c(NC(=O)c3ccncc3)cc2c(=O)n1Cc1ccccc1	-21	-3	19	x	6	24*	1	-8	0	-1.4
